Bioassay records from PubChem BioAssay.
Pf Dd2 inh: inhibitors of Plasmodium falciparum Dd2 growth; 2.3% of 94,000 active; activity change, % at 10 µM; P. falciparum Dd2 growth, SYBR Green, 72 h; stronger effect = lower value; in the data active = activity change below about -80%
GASC1 inh: blocks human GASC-1 (KDM4C) demethylase activity. GST-KDM4C 2-372, H3K9me3 peptide, LANCE TR-FRET. 0.15% of 96,000 active. Q9H3R0. inhibition, % at 12.5 µM;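 active = mean replicate inhibition above about 25%, with at least 55% of replicates also reaching it, limit read from the data, passing the limit was not always enough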
Target sequence (Q9H3R0 2-372 limits assumed): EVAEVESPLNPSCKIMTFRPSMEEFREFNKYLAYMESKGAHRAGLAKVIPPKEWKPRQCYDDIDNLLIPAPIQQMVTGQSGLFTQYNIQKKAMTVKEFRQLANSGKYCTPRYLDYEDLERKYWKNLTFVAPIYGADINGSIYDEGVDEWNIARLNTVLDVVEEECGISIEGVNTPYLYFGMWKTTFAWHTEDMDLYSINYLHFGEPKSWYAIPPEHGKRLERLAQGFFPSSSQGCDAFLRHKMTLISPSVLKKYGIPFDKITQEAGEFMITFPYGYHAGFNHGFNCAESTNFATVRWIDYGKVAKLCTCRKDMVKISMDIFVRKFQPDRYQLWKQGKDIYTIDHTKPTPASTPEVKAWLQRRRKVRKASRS
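Test system – GST-tagged GASC-1 (JMJD2C) catalytic fragment, aa 2-372 · Medium – HEPES buffer, pH 7.5, plus ascorbate · Reagent – H3K9me3 peptide with Fe(II)/2OG · Compound – one test concentration per compound · Timing – 30 min reaction, 60 min detection, RT · Technique – TR-FRET with Eu antibody and ULight streptavidin, EDTA stop · Read-out basis – inhibition from TR-FRET ratio decrease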
T cruzi growth: blocks T. cruzi growth in NIH3T3 culture; T. cruzi beta-gal in NIH3T3, GalScreen luminescence, 90 h; 5.9% of 77,000 active; inhibition, % at 8.34 µM;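 active = mean inhibition above about 93%, with at least 55% of replicates each passing it, limit read from the data, passing the limit was not always enough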
C diff HTS: C. difficile growth inhibition; Clostridium difficile clinical isolate growth, OD600, 24 h; stronger effect = lower value; growth activity, negative = inhibition, % at 16 µg/mL (by protocol); 0.25% of 86,000 active;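 active = mean growth activity at or below -80% and every replicate also at or below -80%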;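 also: 0% = DMSO wells and -100% = levofloxacin 16 µg/mL wells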
An asterisk follows results filed as active; nt = no result given; & = joins results of further samples.

SMILES | Pf Dd2 inh | GASC1 inh | T cruzi growth | C diff HTS
COCC(=O)N1CC(=O)N2[C@H](CO)[C@H](c3ccc(C#Cc4cccnc4)cc3)[C@@H]2C1 | 17.1 | 0.4 | nt | 0.5
C[C@@H]1CN([C@@H](C)CO)C(=O)Cc2cc(NC(=O)NC3CCCCC3)ccc2O[C@H]1CN(C)S(=O)(=O)c1cn(C)cn1 | 1.7 | 0.1 | 14.8 | 4.6
CCC(=O)N1C[C@@H](C)[C@H](OC)CN(C)C(=O)c2ccc(NC(=O)COC)cc2OC[C@@H]1C | 24.0 | -0.8 | 0.1 | nt
COc1ccc2c3c([nH]c2c1)[C@H](CO)N(Cc1cccc(F)c1)CC31CCN(Cc2ccccn2)CC1 | -92.5* | -1.1 | nt | 0.1
COc1ccc(NC(=O)Nc2cccc3c2O[C@H](CN(C)C(=O)Nc2ccc(OC)cc2)[C@@H](C)CN([C@H](C)CO)C3=O)cc1 | 30.4 | 4.7 | nt | 1.7
C[C@H](CO)N1C[C@H](C)[C@@H](CN(C)C(=O)Nc2cccc3ccccc23)Oc2ccc(NS(=O)(=O)c3cn(C)cn3)cc2C1=O | 6.9 | 1.8 | -4.1 | nt
C[C@H]1CN([C@@H](C)CO)C(=O)c2cc(NC(=O)Cc3cn(C)c4ccccc34)ccc2O[C@@H]1CN(C)C(=O)NC1CCCCC1 | -27.8 | -1.0 | -5.8 | -5.8
COC(=O)C[C@@H]1CC[C@@H]2[C@H](COc3ccc(NC(=O)c4ccc(F)cc4)cc3C(=O)N2C)O1 | -29.1 | 0.7 | 10.1 | 3.5
C[C@@H]1CN([C@H](C)CO)C(=O)c2cccc(NC(=O)NC3CCCCC3)c2O[C@@H]1CN(C)C(=O)Nc1cccc2ccccc12 | -58.3 | -3.0 | 49.0 | 0.6
CCN(C[C@H]1N[C@H](CO)[C@H]1c1ccc(-c2cccc(C#N)c2)cc1)C(=O)COC | -2.7 | -1.1 | 25.9 | 8.2
CC(C)NC(=O)Nc1ccc2c(c1)C(=O)N([C@@H](C)CO)C[C@H](C)[C@@H](CN(C)C(=O)Nc1ccc(C(F)(F)F)cc1)O2 | 13.9 | -0.6 | 50.6 | -11.2
C[C@@H]1CCCCO[C@@H](CN(C)Cc2ccc(C(F)(F)F)cc2)[C@@H](C)CN([C@@H](C)CO)C(=O)c2cc(NC(=O)Nc3ccccc3)ccc2O1 | 18.7 | -0.1 | 75.5 | 2.9
C[C@@H]1CN([C@H](C)CO)C(=O)c2cc(NC(=O)Nc3ccc4c(c3)OCO4)ccc2O[C@@H]1CN(C)Cc1ccc(C(=O)Nc2ccccc2N)cc1 | -78.1 | -0.5 | 63.5 | 0.8
CN1C(=O)c2cc(NC(=O)C3CC3)ccc2OC[C@H]2O[C@@H](CC(=O)NCc3ccccc3F)CC[C@@H]21 | -12.4 | -1.6 | nt | -2.8
O=C(Nc1cccc(Cl)c1)N1C[C@H]2[C@@H](c3ccccc31)[C@@H](CO)N2CC1CCOCC1 | 3.6 | -2.1 | 61.1 | 4.4
COc1ccc(C#Cc2ccc([C@H]3[C@@H](CO)N4CCCCN(Cc5ccncc5)C[C@@H]34)cc2)cc1 | -53.0 | 2.9 | 65.8 | -3.9
O=C(C[C@H]1CC[C@H](NC(=O)CC2CC2)[C@H](CO)O1)NCc1ccccc1 | 25.2 | 15.9 | nt | -1.4
C[C@@H]1CN([C@@H](C)CO)C(=O)c2c(c3ccccc3n2C)-c2ccccc2CO[C@H]1CN(C)S(=O)(=O)CC(F)(F)F | -6.8 | -1.0 | -45.2 | -6.6
O=C(Nc1ccc2c(c1)[C@@H]1C[C@@H](CC(=O)N3CCCCC3)O[C@@H](CO)[C@@H]1O2)Nc1ccccc1F | -26.3 | 0.0 | 22.9 | -1.9
COc1ccc(S(=O)(=O)Nc2ccc3c(c2)C(=O)N([C@H](C)CO)C[C@H](C)[C@@H](CN(C)C(=O)CCC(F)(F)F)OCCCC[C@@H](C)O3)cc1 | 9.8 | -2.2 | -26.5 | -6.0
C[C@@H]1CN([C@H](C)CO)C(=O)c2cc(NC(=O)Nc3ccc(C(F)(F)F)cc3)ccc2O[C@@H]1CN(C)Cc1ccc(-c2ccccc2)cc1 | 8.8 | -1.6 | -26.6 | -0.3
C[C@H](CO)N1C[C@H](C)[C@H](CN(C)Cc2ccc(C(F)(F)F)cc2)Oc2c(NC(=O)C3CCOCC3)cccc2C1=O | 25.9 | -0.2 | 51.1 | 11.1
CCNC(=O)C[C@@H]1CC[C@@H]2[C@H](COC[C@@H](O)CN2C(=O)c2cccnc2)O1 | 0.7 | 1.5 | 60.7 | nt
C[C@@H]1CCCCO[C@@H](CN(C)S(=O)(=O)c2ccccc2)[C@H](C)CN([C@H](C)CO)C(=O)c2cc(NS(=O)(=O)c3cn(C)cn3)ccc2O1 | 2.1 | -1.1 | -28.1 | -2.9
COc1ccc(NC(=O)N[C@H]2CC[C@H](CCNC(=O)Cc3ccncc3)O[C@@H]2CO)cc1 | 18.6 | -0.1 | nt | -1.1
O=C(C[C@H]1CC[C@H]2[C@@H](COC[C@H](O)CN2Cc2cc(F)cc(F)c2)O1)Nc1nccs1 | -39.2 | -4.5 | 51.8 | 13.1&2.7
CCNC(=O)C[C@@H]1CC[C@@H]2[C@H](COc3ccc(NC(=O)Nc4cccc(F)c4)cc3C(=O)N2C)O1 | -40.7 | -4.4 | -2.7 | 4.0
C[C@@H]1CN([C@H](C)CO)C(=O)c2cc(NC(=O)NC3CCCCC3)ccc2O[C@@H](C)CCCCO[C@H]1CN(C)C(=O)CCC(F)(F)F | 5.6 | -1.6 | -17.1 | -8.4
CNC[C@@H]1OCCCC[C@H](C)Oc2ccc(NS(=O)(=O)c3ccc(C)cc3)cc2C(=O)N([C@H](C)CO)C[C@H]1C | 34.5 | -0.5 | -12.5 | 1.1
C[C@@H]1CN([C@H](C)CO)C(=O)c2cc(N(C)C)ccc2O[C@@H]1CN(C)S(=O)(=O)c1cccs1 | -0.4 | 22.8 | 13.9 | -2.9
CNC[C@H]1Oc2ccc(NC(=O)NC3CCCCC3)cc2C(=O)N([C@@H](C)CO)C[C@H]1C | 7.5 | -0.7 | 6.7 | 2.2
C[C@@H]1CN([C@@H](C)CO)C(=O)c2cccc(NC(=O)c3cnccn3)c2O[C@H]1CN(C)Cc1ccc(C(=O)Nc2ccccc2N)cc1 | -92.8* | -1.7 | 112.4* | 5.7
COc1ccc(NC(=O)Nc2ccc3c(c2)C(=O)N([C@H](C)CO)C[C@H](C)[C@@H](CN(C)S(=O)(=O)c2ccc(Cl)cc2)OCCCC[C@@H](C)O3)cc1 | -59.8 | -0.7 | 92.5 | 2.6
COc1cccc(S(=O)(=O)Nc2ccc3c(c2)[C@H]2C[C@@H](CC(=O)NCc4ccccc4F)O[C@H](CO)[C@H]2O3)c1 | -13.7 | -2.1 | -15.4 | -3.2
O=C(C[C@@H]1CC[C@H]2[C@@H](COC[C@H](O)CN2CC2CCCC2)O1)NCc1ccc(Cl)cc1 | -4.5 | 3.7 | nt | 7.2
C[C@H](CO)N1C[C@H](C)[C@@H](CN(C)S(C)(=O)=O)Oc2ccc(NS(=O)(=O)c3ccccc3)cc2C1=O | 12.0 | 1.6 | 8.9 | -8.0
CCCNC(=O)N1C[C@@H](C)[C@H](OC)CN(C)C(=O)c2ccc(NS(=O)(=O)CC(F)(F)F)cc2OC[C@@H]1C | -3.4 | -0.2 | 1.7 | nt
O=C(N[C@@H]1CC[C@H](CCn2cc(C3(O)CCCC3)nn2)O[C@H]1CO)C1CCC1 | 13.8 | -0.6 | nt | -0.7
Cc1ccc(S(=O)(=O)N(C)C[C@@H]2Oc3ccc(NS(=O)(=O)c4cn(C)cn4)cc3CC(=O)N([C@@H](C)CO)C[C@@H]2C)cc1 | 11.2 | -1.4 | -0.3 | nt
C[C@@H]1CN([C@@H](C)CO)C(=O)c2cc(NC(=O)Nc3ccc4c(c3)OCO4)ccc2O[C@@H](C)CCCCO[C@H]1CN(C)Cc1ccccc1 | -78.1 | 1.2 | 44.6 | -4.7

Exported tab-delimited: entries from further up
mol	Pf Dd2 inh	GASC1 inh	T cruzi growth	C diff HTS
C[C@H](CO)N1C[C@H](C)[C@@H](CN(C)S(C)(=O)=O)Oc2ccc(NS(=O)(=O)c3ccccc3)cc2C1=O	12.0	1.6	8.9	-8.0
COc1cccc(S(=O)(=O)Nc2ccc3c(c2)[C@H]2C[C@@H](CC(=O)NCc4ccccc4F)O[C@H](CO)[C@H]2O3)c1	-13.7	-2.1	-15.4	-3.2
COc1ccc(NC(=O)Nc2ccc3c(c2)C(=O)N([C@H](C)CO)C[C@H](C)[C@@H](CN(C)S(=O)(=O)c2ccc(Cl)cc2)OCCCC[C@@H](C)O3)cc1	-59.8	-0.7	92.5	2.6
CNC[C@H]1Oc2ccc(NC(=O)NC3CCCCC3)cc2C(=O)N([C@@H](C)CO)C[C@H]1C	7.5	-0.7	6.7	2.2
C[C@@H]1CN([C@@H](C)CO)C(=O)c2cc(NC(=O)Nc3ccc4c(c3)OCO4)ccc2O[C@@H](C)CCCCO[C@H]1CN(C)Cc1ccccc1	-78.1	1.2	44.6	-4.7

Later entries:
SMILES | Pf Dd2 inh | GASC1 inh | T cruzi growth | C diff HTS
CC(C)(C)S(=O)N1Cc2cc(C(=O)NCc3ccc4c(c3)OCO4)nc(-c3cccc(-c4cccc(F)c4)c3)c2[C@@H]1CCO (some centres not stated) | -66.8 | -3.4 | nt | 3.1
COc1ccc(-c2ccc3c(c2)O[C@H](CN(C)Cc2ccccc2C(=O)O)[C@@H](C)CN([C@@H](C)CO)S3(=O)=O)cc1 | -63.5 | -2.6 | -43.0 | 1.4
CNC[C@@H]1OCCCC[C@H](C)Oc2ccc(NS(=O)(=O)c3ccc(F)cc3)cc2C(=O)N([C@H](C)CO)C[C@@H]1C | -1.2 | -1.5 | 40.1 | -3.7
O=C(C[C@@H]1CC[C@@H]2[C@H](COC[C@H](O)CN2Cc2ccccc2F)O1)N1CCc2ccccc2C1 | -63.4 | 1.0 | 43.9 | nt
COc1ccc(CN(C)C[C@H]2Oc3ccc(NS(=O)(=O)c4ccc(F)cc4)cc3C(=O)N([C@@H](C)CO)C[C@@H]2C)cc1 | 4.7 | -0.5 | -9.2 | -2.7
Cc1noc(C)c1NC(=O)N(C)C[C@@H]1Oc2ccc(NS(=O)(=O)c3ccccc3)cc2CC(=O)N([C@@H](C)CO)C[C@H]1C | 31.7 | 0.7 | 9.1 | -5.6
C[C@H]1CN([C@@H](C)CO)C(=O)c2cc(-c3ccc(F)cc3)cnc2O[C@H]1CN(C)C(=O)C1CCC1 | -3.4 | -1.7 | 5.6 | 2.5
CC(=O)N(C)C[C@@H]1Oc2cc(C#CCN(C)C)ccc2S(=O)(=O)N([C@@H](C)CO)C[C@@H]1C | 15.5 | 2.2 | -6.1 | 2.5
COc1cccc(NC(=O)N[C@H]2CC[C@@H](CC(=O)N3CCN(C)CC3)O[C@H]2CO)c1 | 6.5 | 0.7 | -12.7 | 1.0
CC(C)NC(=O)Nc1ccc2c(c1)C(=O)N([C@@H](C)CO)C[C@@H](C)[C@@H](CN(C)C(=O)Cc1ccccc1)OCCCC[C@@H](C)O2 | -46.6 | -0.2 | -0.4 | -1.7
C[C@H](CO)N1C[C@H](C)[C@H](CN(C)Cc2ccccc2C(F)(F)F)OCc2ccccc2-c2ccccc2C1=O | -71.0 | -1.0 | nt | 28.3
Cc1noc(C)c1S(=O)(=O)N(C)C[C@H]1Oc2ccc(NS(=O)(=O)c3ccccc3)cc2CC(=O)N([C@@H](C)CO)C[C@H]1C | 8.6 | 1.0 | -7.6 | 3.4
C[C@@H]1CCCCO[C@@H](CN(C)C(=O)Nc2ccc(F)cc2)[C@H](C)CN([C@H](C)CO)C(=O)c2cc(NS(C)(=O)=O)ccc2O1 | 8.2 | -0.7 | 7.4 | 3.4
Cc1noc(C)c1NC(=O)N(C)C[C@H]1Oc2c(NC(=O)c3ccncc3)cccc2C(=O)N([C@@H](C)CO)C[C@@H]1C | 5.3 | 0.5 | -149.8 | nt
CN1C(=O)c2cc(NC(=O)c3cccc(F)c3)ccc2OC[C@H]2O[C@H](CC(=O)NCc3ccccc3)CC[C@@H]21 | -29.7 | 2.9 | -13.0 | 5.7
COc1ccc(S(=O)(=O)N(C)C[C@H]2OCCCC[C@H](C)Oc3ccc(NC(=O)Nc4cccc5ccccc45)cc3C(=O)N([C@@H](C)CO)C[C@@H]2C)cc1 | -71.4 | -3.7 | 75.4 | 2.0
C[C@H](CO)N1C[C@H](C)[C@@H](CN(C)C(=O)Nc2cccc(F)c2)Oc2ncc(C3=CCCC3)cc2C1=O | -49.2 | -0.2 | nt | -9.1
COCC#Cc1cnc2c(c1)C(=O)N([C@H](C)CO)C[C@@H](C)[C@@H](CN(C)C(=O)c1cccc(F)c1)O2 | 29.4 | 0.0 | 19.3 | 7.8
C[C@@H]1CN([C@@H](C)CO)C(=O)CCCn2nncc2CO[C@H]1CN(C)S(=O)(=O)c1ccc(Cl)cc1 | -10.1&1.3 | 0.0 | -15.5&10.5 | 2.7
Cc1ccc(S(=O)(=O)N(C)C[C@H]2Oc3c(NS(=O)(=O)c4cccs4)cccc3C(=O)N([C@H](C)CO)C[C@@H]2C)cc1 | 5.6 | 15.9 | 15.3 | -6.0
